Assay outcomes (PubChem BioAssay)
MIN6 prolif: MIN6 beta-cell proliferation induction. MIN6 cells proliferation, ATPlite luminescence, 48 h; cells starved in 0.2% serum; 100% = growth in 10% serum. proliferation, % at 10 µM. 330,000 compounds, 0.29% hits;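 active means compounds whose signal lies at least 3.5 SD above the mean of all wells on their plate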;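 further: 0% = DMSO-treated cells in low-serum medium and 100% = 10% serum control; some compounds called inactive have numbers as strong as hits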
hIAP block: blocks human intestinal alkaline phosphatase | P09923 | inhibition, % at 10 µM | 330,000 compounds, 0.12% hits | purified IAP, CDP-Star luminescence, 30 min | AID 2544;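 active means inhibition reaching a set limit with compound at 10 µM in the primary screen, cut at about 35% in these data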;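 further: plate controls were DMSO wells with enzyme for no effect and no-enzyme buffer wells for full effect; values of inactives mirror those of a sister screen read the other way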
Target sequence (P09923 whole entry, looked up): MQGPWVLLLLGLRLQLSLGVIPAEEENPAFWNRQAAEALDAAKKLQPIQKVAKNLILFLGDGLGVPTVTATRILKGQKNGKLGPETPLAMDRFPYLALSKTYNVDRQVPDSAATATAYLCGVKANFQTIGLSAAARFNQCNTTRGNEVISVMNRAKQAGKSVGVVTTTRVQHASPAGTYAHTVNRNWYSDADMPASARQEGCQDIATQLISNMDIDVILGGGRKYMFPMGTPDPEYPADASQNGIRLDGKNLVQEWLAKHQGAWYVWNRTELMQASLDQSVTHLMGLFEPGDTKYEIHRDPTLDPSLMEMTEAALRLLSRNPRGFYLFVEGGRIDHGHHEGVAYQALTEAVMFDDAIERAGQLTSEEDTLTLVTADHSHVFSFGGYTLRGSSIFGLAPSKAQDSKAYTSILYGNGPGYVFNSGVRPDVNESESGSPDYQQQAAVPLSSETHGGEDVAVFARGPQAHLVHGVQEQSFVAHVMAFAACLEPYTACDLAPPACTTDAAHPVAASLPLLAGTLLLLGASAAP
mIAP block: blocks mouse intestinal alkaline phosphatase; purified mouse IAP, CDP-Star luminescence, 30 min; inhibition, % at 10 µM; 330,000 compounds, 0.2% hits;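 active means inhibition of at least 40% at 10 µM in the primary screen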;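 further: plate controls were DMSO with enzyme for no effect and no enzyme wells for full effect; values of inactives mirror those of a sister screen read the other way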
ATG4B inhibitor: blocks human ATG4B protease cleavage of LC3 substrate; 340,000 compounds, 0.51% hits; inhibition, % at 8.33 µM; ATG4B cleavage of LC3-PLA2, NBD-HPC fluorescence, 1 h; Q9Y4P1; AID 504462; in the data active means inhibition above about 40%
A3G deaminase: blocks human APOBEC3G single-stranded DNA deamination; 330,000 compounds, 0.28% hits; inhibition, % at 20 µM; recombinant A3G, ssDNA deamination FAM/TAMRA fluorescence; Q9HC16; AID 493012;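 active means inhibition of at least 40% at 20 µM, with no more than 30% in the related APOBEC3A deaminase screen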;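 further: plate controls were DMSO wells with A3G for no effect and wells lacking A3G enzyme for full effect; some compounds called inactive have numbers as strong as hits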
mIAP activ: mouse IAP activation; muIAP, CDP-Star luminescence, 30 min; hits give high values; 1 = vehicle-only enzyme signal, 0 = enzyme-free wells; activation factor at 10 µM; 330,000 compounds, 0.24% hits;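 active means activation factor of at least 2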; further: the source names both 10 and 20 µM as test concentration; values of inactives mirror those of a sister screen read the other way
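System: Mouse IAP enzyme | Also added: CDP-Star substrate | Dosing: Compounds dispensed in DMSO | Schedule: 30 min enzyme-substrate-compound incubation at room temperature | Technique: Chemiluminescence readout | Control set: DMSO-only wells and no-enzyme negative control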
APOBEC3A inh: inhibitors of human APOBEC3A DNA deaminase; AID 493011; inhibition, % at 20 µM; P31941; recombinant A3A, FAM/TAMRA ssDNA deamination fluorescence; 330,000 compounds, 0.41% hits;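 active means at least 40% inhibition at 20 µM here, with at most 30% in a related deaminase screen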;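 further: plate controls were A3A with DMSO for no effect and wells lacking A3A enzyme for full effect; some results filed as inactive read as strong as hits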
Target sequence (P31941 whole entry, looked up): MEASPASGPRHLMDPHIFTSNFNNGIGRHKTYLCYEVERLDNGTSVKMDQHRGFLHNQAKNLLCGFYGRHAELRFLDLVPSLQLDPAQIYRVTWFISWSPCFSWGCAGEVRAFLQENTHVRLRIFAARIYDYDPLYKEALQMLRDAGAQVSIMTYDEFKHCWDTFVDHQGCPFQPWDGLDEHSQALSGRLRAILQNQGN
hIAP act: human IAP activation; AID 2524; 330,000 compounds, 0.16% hits; activation factor at 10 µM; purified human IAP, CDP-Star luminescence, 30 min; hits give high values; 1 = vehicle-only enzyme, 0 = enzyme-free background; P09923;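 active means activation factor of the enzyme at least 2-fold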; further: the source names both 10 and 20 µM as test concentration; values of inactives mirror those of a sister screen read the other way
MPTP inh: inhibitors of mitochondrial permeability transition pore | isolated mouse mitochondria, Ca2+ swelling absorbance, 30 min | inhibition, % at 10 µM | 360,000 compounds, 1.4% hits;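 active means inhibition of 50% or more, scaled per plate between neutral and stimulator controls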;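 further: 0% = DMSO wells given calcium and 100% = 1 mM EGTA wells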
An asterisk follows results filed as active; . = not tested or not shown; & = joins results of further samples.

SMILES	MIN6 prolif	hIAP block	mIAP block	ATG4B inhibitor	A3G deaminase	mIAP activ	APOBEC3A inh	hIAP act	MPTP inh
COC(=O)c1[nH]c2ccccc2c1NS(=O)(=O)c1ccc(F)c(C)c1	1	12	1	0	-4	0.99	-1	0.88	8.3
COc1ccccc1NC(=O)CSc1nc(C)c2c(c1C#N)CCCC2	-1	-8	2	-17	-2	0.98	0	1.1	14
COc1ccc(/C=N/NC(=O)CCn2nnc3ccccc32)cc1	1	0	0	-10	-5	1	1	1	1.4
Oc1ccccc1C(=S)N1CCN(c2cccc(Cl)c2)CC1	-2	0	22	8	33	0.78	1	1	-0.5
O=C(Cn1c(=O)[nH]c2ccccc2c1=O)N1CCN(Cc2ccc3c(c2)OCO3)CC1	-1	13	2	0	0	0.98	-4	0.87	-1.7
COc1ccccc1CNC(=O)C(=O)Nc1ccc(C(=O)N2CCC(C)CC2)cc1	0	15	-2	10	7	1	2	0.85	1.3
Cc1cc(=O)oc2cc(OCC(=O)N3CCN(C(=O)C4COc5ccccc5O4)CC3)ccc12 (stereo not given)	-2	-23	-7	2	-9	1.1	-3	1.2	-0.5
CN1C(c2ccc(F)cc2)=CS/C1=C(/C#N)c1nnc(N2CCOCC2)n1-c1ccccc1	4	2	1	11	-7	0.99	-4	0.98	1.2
N/C(Cc1cccc2ccccc12)=N\OC(=O)c1ccc2c(c1)OCO2	-6	-24	1	8	-4	0.99	1	1.2	0.8
O=C1CC(NCc2ccncc2)C(=O)N1c1ccccc1 (stereo not given)	0	-4	7	9	-5	0.93	-1	1	-2.2
COc1cccc(-c2nnn(CCc3nn[nH]n3)n2)c1	-1	-13	0	-7	-9	0.99	-4	1.1	-0.8
Cc1cc(C)c(C2=CC(c3ccccc3)n3ncnc3N2)cc1C (stereo not given)	3	17	6	.	-5	0.94	2	0.83	.
COc1ccc(CSCC(=O)Nc2ccccc2SC)cc1	0	-7	-9	-3	-5	1.1	-2	1.1	-1.2
O=C(Cn1c(=O)n(-c2ccccc2)c(=O)n1CC(=O)N1CCCCC1)N1CCCCC1	-3	-5	-13	-2	-5	1.1	-3	1	-0.6
Cc1cc(SC(C)C(=O)O)nc2ccccc12 (stereo not given)	2	-6	1	-2	-9	0.99	-2	1.1	0.6
Cc1cc(F)ccc1NC(=O)c1cc(S(=O)(=O)N2CCc3ccccc32)cn1C	-3	3	-28	-29	2	1.3	0	0.97	3.4
CC(C)c1nnc(NC(=O)c2cc3ccccc3o2)s1	0	3	0	-7	-2	1	0	0.97	0.4
CCOC(=O)Nc1ccc2c(c1)N(C(=O)OCCN(C)C)c1ccccc1CC2	-3	1	3	-1&-11	-4&-2	1	-2&-1	1.1	-1.0&-2.2
COc1ccccc1CNC(=O)C1CCCN(S(=O)(=O)c2cccc3cccnc23)C1 (stereo not given)	6	13	1	-4	7	0.99	2	0.87	-2.8
COc1cccc(C(=O)NCC2(c3ccccc3)CCCC2)c1OC	-4	-27	8	-1	0	0.92	-8	1.3	0.7
CN(C(=O)COC(=O)c1ccccc1OCc1ccc(F)cc1)C1CCS(=O)(=O)C1 (stereo not given)	3	19	1	-3	-8	0.99	-5	0.81	1.0
S=c1[nH]nc(Cc2ccc(Cl)cc2)o1	-3	-7	1	-1	4	0.99	-4	1.1	1.0
CC(=O)Oc1ccccc1C(=O)OCCN=C1NS(=O)(=O)c2ccccc21	-2	15	-5	1	-5	1	0	0.85	-0.4
CCOc1ccc(N(CC(=O)OC)S(=O)(=O)c2ccc3c(c2)n(C)c(=O)c(=O)n3C)cc1	-1	11	4	-13	-3	0.96	-2	0.89	-1.5
O=C(Nc1ccc(Cl)c(-c2nc3ccccc3[nH]2)c1)c1cccnc1	-1	16	8	3	-7	0.92	-3	0.84	-1.7
CN(C)S(=O)(=O)c1ccc2c(c1)C(=NNC(N)=O)c1cc(S(=O)(=O)N(C)C)ccc1-2	0	-3	2	-12	-3	0.98	0	1	0.4
c1ccc(-c2cnnc3ccccc23)cc1	-2	-10	3	-11	1	0.97	3	1.1	-0.9
Cc1ccc(NC(=O)COc2ccc(/C=C3/NC(=O)NC3=O)cc2)cc1	-1	-15	3	-11	-4	0.97	0	1.2	-1.2
COc1ccc(OC)c(S(=O)(=O)N2CCC(C(=O)Nc3cccc(C(F)(F)F)c3)CC2)c1	-3	-11	-156	-16	-5	2.6*	-2	1.1	0.8
Cc1ccc(CN2CCC(c3nc4ccc(Cl)cc4[nH]3)CC2)cc1	-4	-7	-60	4	-8	1.6	-6	1.1	3.8
O=C(NCCCn1ccnc1)c1ccc(Cl)c(S(=O)(=O)N2CCOCC2)c1	2	-9	-13	4	-3	1.1	-5	1.1	-1.3
O=C(c1cccc(S(=O)(=O)N2CCCC2)c1)N1CCN(c2ccccc2)CC1	1	3	-1	1	-6	1	-1	0.97	1.9
COc1ccccc1CNC(=O)[C@H](CCSC)NC(=O)[C@@H]1Cc2ccccc2CN1	5	-22	-14	-15	2	1.1	3	1.2	-0.9
Cc1cc(F)ccc1S(=O)(=O)Nc1c(C)n(C)n(-c2ccccc2)c1=O	-1	-6	6	-9	-5	0.94	-2	1.1	-0.1
COCc1cc(CN2CCCC(C(=O)Nc3ccc(-c4ccco4)cc3)C2)ccc1OC (stereo not given)	-6	15	11	-3	-7	0.89	0	0.85	1.0
O=C(O)CC1SC(=Nc2ccccc2)N(c2ccccc2)C1=O (stereo not given)	0	1	-1	-15	1	1	0	0.99	-2.2
CCSc1nnc(-c2ccccc2N)c(=O)[nH]1	-2	15	5	5	-6	0.95	2	0.85	-0.8
O=C(Nc1ccc(N2CCCC2)cc1)C(c1ccccc1)c1ccccc1	-1	14	19	-6	-7	0.81	-5	0.86	1.2
COc1ccc(-c2cc(=O)oc3c(C)c(OCc4nn[nH]n4)ccc23)cc1	-2	8	2	-13	-5	0.98	-2	0.92	2.0
Cc1nnc(SCC(=O)Nc2ccccc2)n1CCc1ccccc1	-2	8	10	-11	-5	0.9	-4	0.92	-0.5
Cn1c(SCC(=O)Nc2ccccc2F)nnc1C1CCCCC1	0	0	-3	6	-4	1	4	1	-0.6
COc1ccc(-n2c(SCC(=O)Nc3cc(C)on3)nc3c([nH]c4ccccc43)c2=O)cc1	0	18	1	1	-6	0.99	-3	0.82	-1.4
COC(=O)C1=COC(C)C2CN3CCc4c([nH]c5cc(OC)c(OC)cc45)C3CC12 (stereo not given)	-5	1	20	-31	-31	0.8	-11	0.99	2.9
Cc1nc(OCC(C)C)c2sc3nc4c(cc3c2n1)COC(C)(C)C4	-4	-6	-3	5	-3	1	-4	1.1	1.7
COc1ccc(C2CC(=O)NC(=O)C2)cc1	-1	-14	0	-7	-2	1	-1	1.1	-0.3
Fc1ccc(-c2nnn(Cc3nc4ccccc4s3)n2)cc1	-1	12	18	4	-1	0.82	-2	0.88	0.7
CCn1c(C)c(C(C)=O)c(N2CCN(c3cccc(Cl)c3)CC2)nc1=S	-2	-4	-1	-8	-2	1	-2	1	-1.7
COc1ccc(C(=O)ON=C2CCN(c3ccc([N+](=O)[O-])cc3)CC2)cc1	-2	-2	6	-25	-4	0.94	-1	1	3.0
CCOC(=O)C1(Cc2ccc(OC)cc2)CCN(C(=O)CCn2ccc(C)n2)CC1	-2	-2	5	-2	-7	0.95	-2	1	0.8
COCCOc1cc(NC(=O)c2sccc2Oc2ccc([N+](=O)[O-])cc2F)c(Cl)cc1Cl	-3	22	8	-4	-2	0.93	6	0.78	0.1
Cc1ccc(S(=O)(=O)N2CCN(C(=O)CN3CCOCC3)C2c2ccccc2)cc1 (stereo not given)	1	-9	-1	-11	-3	1	29	1.1	1.3
O=C(N/N=C/C1CC=CCC1)c1cc(-c2cccnc2)nc2ccccc12 (stereo not given)	1	-8	-2	-3	3	1	2	1.1	2.0
CN(CC(=O)Nc1ccc(Cl)c(C(F)(F)F)c1)C(=O)COC(=O)C1CC2CCCC(C1)C2=O (stereo not given)	-6	-8	-6	-9	-3	1.1	0	1.1	1.3
CCOC(=O)C1CCCN(C(=O)C2c3ccccc3Oc3ccccc32)C1 (stereo not given)	-3	-12	-12	-12	-23	1.1	-13	1.1	0.7
O=C1CNC(=O)N1	-4	-2	1	-11	-4	0.99	1	1	-2.5
CCSc1ncnc2c1sc1nc3c(cc12)COC(C)(C)C3	2	8	11	-4	-12	0.89	-7	0.92	0.8
COc1ccccc1NC(=O)Nc1nnc(C(C)C)s1	-4	4	4	-8	1	0.96	6	0.96	0.0
COc1ccccc1NC(=O)COc1cc(C)nc(C(C)C)n1	1	4	5	-2	4	0.95	1	0.96	-0.6
CN(C(=O)CSc1nc(N)cc(N)n1)C1CCS(=O)(=O)C1 (stereo not given)	5	0	3	-5	-3	0.97	-1	1	0.8
Cc1nnc(SCC(=O)N(C)c2c(N)n(Cc3ccccc3)c(=O)[nH]c2=O)n1Cc1ccccc1	-2	-5	5	-2	-2	0.95	6	1.1	0.2

Laid out differently: results already given.
smiles,MIN6 prolif,hIAP block,mIAP block,ATG4B inhibitor,A3G deaminase,mIAP activ,APOBEC3A inh,hIAP act,MPTP inh
Cc1ccc(CN2CCC(c3nc4ccc(Cl)cc4[nH]3)CC2)cc1,-4,-7,-60,4,-8,1.6,-6,1.1,3.8
O=C(NCCCn1ccnc1)c1ccc(Cl)c(S(=O)(=O)N2CCOCC2)c1,2,-9,-13,4,-3,1.1,-5,1.1,-1.3

(list continues)
SMILES	MIN6 prolif	hIAP block	mIAP block	ATG4B inhibitor	A3G deaminase	mIAP activ	APOBEC3A inh	hIAP act	MPTP inh
NC(=O)C1=C[C@@H](c2ccc(Br)cc2)C[C@@H](OCCCCO)O1	-1	-10	-4	3	-8	1	-2	1.1	1.1
COc1ccccc1CNC(=O)c1cn(C)c2ccc(S(=O)(=O)N3CCCCC3)cc2c1=O	2	7	15	.	-3	0.85	3	0.93	.
CC(NC(=O)c1cccs1)C1CCCO1 (stereo not given)	-2	21	4	-3	1	0.96	-2	0.79	-0.6
Cc1ccc(NC(=O)N2CCCC2C(=O)NCC2CCCCC2)cc1 (stereo not given)	1	-6	-2	-1	-6	1	-2	1.1	-0.7
Nc1ccc(SC(F)(F)F)cc1C(=O)c1ccccc1	2	25	1	7	0	0.99	0	0.75	1.7
N#CCC(=O)N/N=C/c1cccc(Oc2ccccc2)c1	1	-1	11	4	-10	0.89	-4	1	0.6
O=C(O)CCC(=O)N1CCN(c2ncccc2C(F)(F)F)CC1	-1	22	-3	-3	-5	1	-2	0.78	1.5
CCOc1cc(/C=N/NC(=O)CN2CCOCC2)ccc1OCc1ccccc1	0	-1	3	-12	0	0.97	5	1	0.5
CCCCCn1c(=O)[nH]c2cc(C(=O)NCc3ccco3)ccc2c1=O	-2	-9	-8	-6	0	1.1	-3	1.1	4.0
O=C(NCCN1CCOCC1)c1cc2cc([N+](=O)[O-])ccc2s1	0	6	10	-4	-4	0.9	-1	0.94	0.5
Cc1onc(-c2ccccc2)c1C(=O)Nc1ccc(S(=O)(=O)Nc2nccs2)cc1	-3	-18	1	10	1	0.99	7	1.2	-0.1
CCOC(=O)N1CCN(S(=O)(=O)c2ccc(OCC(=O)OC)cc2)CC1	-3	-22	-2	-6	-6	1	-5	1.2	-0.6
Cn1c(=O)c2c(nc(CN3CCN(c4ccc(F)cc4)CC3)n2Cc2ccccc2F)n(C)c1=O	-2	-5	-4	5	-5	1	3	1.1	1.7
Cc1onc(-c2c(Cl)cccc2Cl)c1C(=O)N=C(N)N1CCOCC1	-3	6	2	-6	-6	0.98	-5	0.94	1.5
